M17LAP inhibition = P. falciparum M17LAP inhibitors, primary screen, biochemical, fluorogenic H-Leu-NHMec substrate, 1536-well (AID 1619); recombinant M17LAP, H-Leu-NHMec fluorogenic kinetic assay; higher % means a stronger effect; inhibition, % at 30 µM, or IC50 in µM where a hit was titrated; actives 0.38% (n = 220,000);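 active = compound inhibiting the enzyme by more than half at any dose during confirmatory dose-response retesting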;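 also: plate controls were full reaction with DMSO carrier for no effect and no enzyme background for full effect; strong numbers were not always called active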
XIAP displacement = XIAP antagonists, biochemical, IAP family, fluorescence polarization (AID 1018); XIAP BIR domain, fluorescence polarization peptide displacement; higher % means a stronger effect; displacement, % at 20 µM, or IC50 in µM where a hit was titrated; actives 0.007% (n = 200,000); in the data active = displacement above about 50%; also: a part of the inactive calls stands beside numbers as strong as those of hits
PMI inhibitors = inhibitors of human PMI, primary screen, biochemical, fluorescence intensity, coupled assay (AID 1209) | actives 0.42% (n = 190,000) | purified PMI enzyme, coupled fluorescence intensity; higher % means a stronger effect | one-dose inhibition, % at 20 µM; IC50 in µM for titrated hits;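 also: plate controls were DMSO vehicle for no effect and wells lacking substrate for full effect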
Lipid droplet = modulators of hepatic lipid droplet formation; AML12 mouse hepatocytes, oleate lipid droplets, BODIPY imaging; inhibition, % at 6.5 µM; actives 0.4% (n = 240,000); AID 1656;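 active = lipid droplet intensity inhibited by at least 50%, with more than 500 cells counted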
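Material – AML12 mouse liver cells · Also added – oleate loading, 100 µM · Compound dosing – 6.5 µM single-point dosing · Times – overnight treatment with compound plus oleate · Measured by – fluorescence imaging, 20x objective, two fields per well · Read-out – percent inhibition of filter-corrected integrated lipid droplet intensity per well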
K1F lysis inhibition = protection from phage-mediated lysis, alamar blue read-out – E. coli UTI89, K1F phage, bacterial capsule biogenesis inhibitors (AID 488966). actives 0.02% (n = 340,000). E. coli UTI89 K1F phage lysis, alamar blue, 2 h; higher % means a stronger effect. inhibition, % at 100 µM, or IC50 in µM where a hit was titrated;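 active = phage lysis inhibition, versus mean bacterial control, above a set limit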;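 also: capsule biogenesis inhibitors block K1F phage lysis so surviving cells raise fluorescence; higher fluorescence means more inhibition of phage lysis; actives were called in the ten point dose series up to 300 µM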
M1AAP inhibition = P. falciparum M1AAP inhibitors, biochemical, fluorogenic H-Leu-NHMec substrate, 1536-well (AID 1445); recombinant M1AAP, H-Leu-NHMec fluorogenic kinetic assay; higher % means a stronger effect; inhibition, % at 30 µM; hits with a dose series show IC50 in µM; actives 0.42% (n = 220,000);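 active = primary inhibition above the hit cutoff, then over 50% inhibition at one or more dose response concentrations, cut at about 23% in these data, passing the limit was not always enough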;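 also: plate controls were DMSO full reaction for no effect and no enzyme background for full effect; strong numbers were not always called active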
TNAP activation fold = stimulation of alkaline phosphatase TNAP activity – biochemical, luminescent, no phosphate acceptor, uHTS, primary screen (AID 1001); purified TNAP, luminescent activation assay, no phosphate acceptor; higher activation fold means a stronger effect; one-dose activation fold at 20 µM; EC50 in µM for titrated hits; actives 0.03% (n = 200,000); in the data active = activation fold from about 3, or a potency from the dose series; inactive = the rest, 99 in 100 with activation fold below about 1.6; also: many of its hits are not listed in these tables
human PMI inhibitors = MPI inhibition at elevated mannose 6-phosphate – biochemical, fluorescence intensity, high mannose 6-phosphate, primary screen (AID 1220) | recombinant PMI enzyme, coupled fluorescence intensity; higher % means a stronger effect | one-dose inhibition, % at 20 µM; IC50 in µM for titrated hits | actives 0.66% (n = 190,000)
SIAH1 antagonists = Siah-1 peptide-binding antagonists, primary screen, biochemical, fluorescence polarization, rhodamine-plectin, uHTS (AID 1817); Siah-1 / rhodamine-plectin peptide fluorescence polarization; higher % means a stronger effect; displacement, % at 20 µM; hits with a dose series show IC50 in µM; actives 0.02% (n = 290,000);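 active = displacement of at least 50% at 20 µM, with a fluorescence ratio check between 0.3 and a set limit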;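 also: plate controls were Siah plus tracer with DMSO for no effect and tracer alone without Siah for full effect; strong numbers were not always called active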
Lipid droplet cells 6.5 µM = second read-out of Lipid droplet, no call of its own (marks repeat the call); cell count; measured here: cell count, cytotoxicity flag;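 cells counted across two imaged fields per well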
* = called active by the depositor; . = not tested or not shown; [ ] = dose if it differs, or a comment. Rule as the data show it, unless noted: active = inhibition above about 50%; inactive = the rest. No enrichment for hits; about 1.9% have a hit in one of these screens.

nr	mol	TNAP activation fold	M1AAP inhibition	Lipid droplet	XIAP displacement	Lipid droplet cells 6.5 µM	PMI inhibitors	human PMI inhibitors	SIAH1 antagonists	M17LAP inhibition	K1F lysis inhibition
1	Cc1noc(C)c1COC(=O)c1cccc(S(=O)(=O)N2CCCCCC2)c1	1.1	1%	.	-7.3%	.	2%	7%	0%	-2%	1.4%
2	O=C(COC(=O)c1cc[n+]([O-])cc1)Nc1ccccc1Sc1ccccc1	1.1	12%	2	-2.3%	682	-3%	-6%	-4%	18%	-0.2%
3	O=C(NCCCO)Nc1ccc2nc(-c3ccco3)c(-c3ccco3)nc2c1	0.8	14%	-2	9.0%	830	-8%	-32%	45%	12%	.
4	CCOc1ccc2[nH]c(=O)c(CN(CCCN3CCOCC3)Cc3nnnn3Cc3ccc(OC)cc3)cc2c1	1.1	3%	-11	-10%	667	3%	-1%	-3%	-4%	-0.2%
5	CN(C)S(=O)(=O)N1CCN(C(=O)N2CCOCC2)CC1	1	14%	4	-7.2%	778	-7%	-9%	-4%	13%	-0.1%[50 µM]
6	NNC(=O)c1ccc(CSc2n[nH]c(=O)[nH]c2=O)cc1	.	4%	-1	.	736	.	.	9%	-3%	0.1%
7	c1ccc(Cc2noc(CN3CCN(CCOc4ccccc4)CC3)n2)cc1	1	5%	-12	-7.2%	656	5%	-7%	-7%	1%	0.1%
8	CN(C)CCN1CC(C(=O)O)CC1=O (stereo not given)	1.1	2%	.	-3.3%	.	10%	13%	-2%	-2%	0.8%
9	Cc1ccc(NCc2ccc(O)c3ncccc23)cc1	1.1	2%	2	3.6%	745	51%*	.	6%	0%	-0.9%
10	Cc1nc(NC(=O)c2ccc(OCC(C)C)cc2)sc1Cc1ccc2c(c1)OCO2	1.2	7%	63*	-3.0%	588*	9%	9%	4%	2%	-0.5%
11	CCc1cc(=O)oc2cc(C)c(CN3CCCC3)c(O)c12	1.1	14%	.	-2.7%	.	5%	31%	8%	8%	-0.6%
12	O=C(Nc1nc2cc(Cl)ccc2s1)C1CCCN(S(=O)(=O)c2cccc3cccnc23)C1 (stereo not given)	0.9	-3%	.	-1.9%	.	-4%	-5%	1%	-7%	2.1%
13	Cc1c(NC(=O)c2cc3nc(-c4ccc(Br)cc4)cc(C(F)(F)F)n3n2)c(=O)n(-c2ccccc2)n1C	1	-1%	-2	-8.4%	716	-7%	-6%	-6%	33%	0.3%
14	CC(C)C(=O)Nc1ccc(C(=O)c2ccccc2)cc1	1	-7%	-22	-4.1%	786	-25%	-22%	-4%	0%	-0.1%
15	CCn1cc(C(=O)O)c(=O)c2cc(F)c(N3CCNCC3)cc21	1	3%	13	-5.9%	735	12%	14%	-1%	-19%	-14%
16	CCOC(=O)C(c1ccccc1)C(Nc1ccc(Cl)c(Cl)c1)c1ccccn1 (stereo not given)	.	0%	-19	.	724	.	.	-5%	-2%	.
17	CN(C)c1cccc2cccc(N(C)C)c12	.	7%	-19	.	711	.	.	3%	4%	-0.8%
18	COc1ccc(NC(=O)Nc2nc3c(s2)CCCC3)cc1	1	0%	24	-4.4%	633	7%	10%	4%	-4%	0.1%[50 µM]
19	Nc1cccc2c1C(=O)N(C(=O)c1ccc(Cl)c(S(=O)(=O)N3CCCCCC3)c1)C2=O	1	12%	16	-10%	831	2%	-1%	-9%	-30%	3.4%
20	CCc1cccc(CC)c1NC(=S)NCCc1c(C)[nH]c2ccc(C)cc12	1.1	3%	-31	-7.3%	751	20%	20%	-5%	-12%	0.6%
21	Cc1ccnn1CC(=O)N/N=C/c1ccc2c(c1)OCO2	1.1	-4%	1	-1.2%	681	-3%	-10%	2%	9%	0.1%
22	O=c1oc(-c2ccco2)nc2ccccc12	1.1	2%	.	-8.8%	.	2%	-7%	-2%	1%	0.7%
23	CCOC(=O)c1cccc(NC(=O)CCn2cccc2)c1	1.1	8%	.	-0.9%	.	-4%	-2%	1%	9%	0.1%
24	Cc1oc(-c2cc(F)ccc2F)nc1CN1CCCN(C(=O)c2ccco2)CC1	1.1	14%	-5	-2.6%	699	3%	-4%	4%	-3%	0.1%
25	Cc1cc(-c2nnc(SCC(=O)N3C(C)CCCC3C)o2)no1 (stereo not given)	1.1	2%	.	-2.1%	.	10%	11%	1%	-5%	5.8%
26	O=CN1CCN(C(=O)CN2C(=O)c3ccccc3C2=O)CC1	1.1	3%	26	-1.9%	776	3%	3%	-1%	5%	2.8%
27	COc1ccc(C)cc1NC(=O)CC1COc2ccccc2O1 (stereo not given)	1.1	1%	5	-4.7%	674	0%	0%	3%	4%	-1.2%
28	COc1ccc2cc(CN(CCO)C(=O)c3ccccc3F)c(=O)[nH]c2c1	1.1	2%	8	-2.6%	700	6%	2%	2%	17%	0.9%
29	COCc1cc(C)nc(OCC(=O)N/N=C/c2ccc(-c3cc([N+](=O)[O-])ccc3Cl)o2)c1C#N	1.1	1%	10	-3.8%	787	-14%	-14%	12%	-3%	-1.0%
30	O=C(Nc1ccccc1)[C@@H]1[C@@H]2C(=O)N(c3ccc(F)cc3)C(=O)[C@@H]2[C@H]2C=CC=NN21	.	3%	-4	.	729	.	.	-1%	14%	-0.8%

An excerpt of these results, with each value named.
28) COc1ccc2cc(CN(CCO)C(=O)c3ccccc3F)c(=O)[nH]c2c1
  TNAP activation fold: 1.1
  M1AAP inhibition: 2%
  Lipid droplet: 8
  XIAP displacement: -2.6%
  Lipid droplet cells 6.5 µM: 700
  PMI inhibitors: 6%
  human PMI inhibitors: 2%
  SIAH1 antagonists: 2%
  M17LAP inhibition: 17%
  K1F lysis inhibition: 0.9%
24) Cc1oc(-c2cc(F)ccc2F)nc1CN1CCCN(C(=O)c2ccco2)CC1
  TNAP activation fold: 1.1
  M1AAP inhibition: 14%
  Lipid droplet: -5
  XIAP displacement: -2.6%
  Lipid droplet cells 6.5 µM: 699
  PMI inhibitors: 3%
  human PMI inhibitors: -4%
  SIAH1 antagonists: 4%
  M17LAP inhibition: -3%
  K1F lysis inhibition: 0.1%

Other structures follow:
nr	mol	TNAP activation fold	M1AAP inhibition	Lipid droplet	XIAP displacement	Lipid droplet cells 6.5 µM	PMI inhibitors	human PMI inhibitors	SIAH1 antagonists	M17LAP inhibition	K1F lysis inhibition
31	CCOC(=O)Cn1nnnc1CN(CCc1ccccc1)Cc1cc2cc(CC)ccc2[nH]c1=O	1	2%	2	-3.5%	780	12%	4%	-3%	8%	-2.0%
32	CN(CC(CC(=O)O)c1ccccc1)S(=O)(=O)c1ccc(Br)cc1 (stereo not given)	1	3%	.	-4.4%	.	-8%	-6%	-4%	-2%	-0.2%
33	CCC(=O)Nc1ccc(Oc2ccc3c(c2)C(=O)N(c2ccc(O)cc2)C3=O)cc1	1	4%	19	-1.9%	787	6%	10%	1%	-5%	0.2%
34	O=C(Nc1ccccc1Oc1ccccc1)c1ccc(Br)o1	1.1	2%	28	-1.2%	750	14%	8%	0%	-6%	0.8%
35	O=C(Nc1nncs1)C1(c2ccccc2)CCCC1	1.1	3%	-8	-4.9%	705	9%	7%	0%	12%	3.8%
36	CCOc1ccc(-c2nc(CN3CCCCC3CCn3cccn3)c(C)o2)cc1 (stereo not given)	.	6%	-37	.	633	.	.	2%	12%	0.0%
37	Cc1ccccc1N=C/C=C1\N(C)c2ccccc2C1(C)C	1	3%	-24	-25%	743	-19%	-26%	-2%	5%	0.5%
38	O=C(O)CCc1ccc(-c2ccc(Cl)cc2)n1Cc1ccco1	1.1	7%	11	-3.3%	761	13%	8%	-2%	33%	0.2%
39	C=CCNC(=O)c1c2c(nc3ccccc13)-c1ccccc1CC2	1.1	-10%	.	7.3%	.	8%	4%	-1%	2%	-0.1%
40	Cc1ccc(N2C(=O)N(CC(=O)c3cc(C)ccc3C)C(=O)C2C)cc1 (stereo not given)	1.1	13%	-29	1.6%	600	14%	3%	10%	5%	1.4%[50 µM]
41	Cc1cc(C(=O)N[C@@H](c2ccccc2)[C@]2(C)C[C@H]2[C@@H](C)C(=O)Nc2ccc3ccccc3c2)no1	1.3	3%	96*	-29%	750*	15%	24%	1%	-4%	4.5%
42	Cc1ccc(C(=O)Nc2cccc(C(=O)N3CCN(C)CC3)c2)cc1	1	1%	.	-5.3%	.	4%	6%	-2%	-6%	0.8%
43	NS(=O)(=O)c1ccc(NC(=O)COC(=O)C2CC(=O)N(Cc3ccccc3)C2)cc1 (stereo not given)	1.2	1%	1	-3.2%	656	-8%	-9%	8%	-4%	0.3%
44	O=[N+]([O-])c1ccc2nc(-c3ccccc3)cc(-c3ccccc3)c2c1	1.2	1%	4	-3.8%	644	9%	-1%	0%	-4%	1.6%
45	CCC/C(=N\NC(=O)CCC(=O)NCc1ccccc1)c1ccccc1	1.1	-1%	5	-2.7%	703	5%	3%	5%	-6%	-0.3%
46	CCNc1nc(NCC)nc(NC(N)=S)n1	1.1	4%	14	-2.5%	729	3%	12%	4%	-1%	0.2%
47	COc1nc2c(s1)C(=O)NCCC2	1.1	3%	26	-4.4%	665	9%	12%	4%	2%	0.2%
48	COc1ccc(/C=C(\NC(=O)c2ccccc2Cl)C(=O)NCCCC(=O)O)cc1	1.1	2%	-2	.	652	-8%	-11%	-1%	2%	2.1%
49	CC(=O)NC(CCS(C)(=O)=O)C(=O)Nc1ccc2c(c1)OCCO2 (stereo not given)	1.1	14%	-4	-5.2%	746	-12%	17%	-1%	4%	0.2%
50	CCOC(=O)CNC(=O)c1ccccc1Br	1.1	-2%	11	-3.2%	734	7%	4%	-1%	11%	0.5%
51	Cc1ccc2c(c1)C1NC(=S)NC(C)(O2)C1C(=O)Nc1ccc(Cl)cc1 (stereo not given)	1	4%	-14	-3.4%	628	4%	4%	4%	2%	0.0%[50 µM]
52	CCOC(=O)CNC(=O)c1sc(NC(=O)c2ccccc2F)nc1C	0.8	8%	.	-3.9%	.	-4%	-6%	0%	-7%	12%

Single records, from the list above:
CC(=O)NC(CCS(C)(=O)=O)C(=O)Nc1ccc2c(c1)OCCO2 (stereo not given) is listed as TNAP activation fold = 1.1; M1AAP inhibition = 14%; Lipid droplet = -4; XIAP displacement = -5.2%; Lipid droplet cells 6.5 µM = 746; PMI inhibitors = -12%; human PMI inhibitors = 17%; SIAH1 antagonists = -1%; M17LAP inhibition = 4%; K1F lysis inhibition = 0.2%
Cc1cc(-c2nnc(SCC(=O)N3C(C)CCCC3C)o2)no1 (stereo not given) is listed as TNAP activation fold = 1.1; M1AAP inhibition = 2%; Lipid droplet = .; XIAP displacement = -2.1%; Lipid droplet cells 6.5 µM = .; PMI inhibitors = 10%; human PMI inhibitors = 11%; SIAH1 antagonists = 1%; M17LAP inhibition = -5%; K1F lysis inhibition = 5.8%
